IDE act – human IDE activators in live cells, primary screen, fluorescence polarization, HEK cells, FAbeta-B substrate; FAbeta-B cleavage; 0% vehicle, 100% cell-free pure enzyme wells; activation, % at 5.96 µM; hit rate 0.073% among 340,000; AID 493087, 2011;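 active = activation above the mean of all tested compounds plus 3 SD, set per screening campaign, cut at about 17% in these data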
VIM-2 inhibitor – VIM-2 metallo-beta-lactamase inhibitors, primary screen, biochemical, epi-absorbance readout, Pseudomonas aeruginosa enzyme | purified VIM-2, nitrocefin hydrolysis, epi-absorbance fluorescence | inhibition, % at 5.6 µM | hit rate 0.89% among 290,000 | AID 1527, 2009;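 active = inhibition above the mean of all tested compounds plus 3 SD, cutoff set per screening run, cut at about 7.5% in these data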;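 note: red hydrolysis product quenches plate fluorescence so inhibitors raise well fluorescence; 0% = enzyme with DMSO and 100% = DMSO without enzyme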
UBC9 SUMO inh – inhibitors of in vitro SUMOylation cascade, primary screen, biochemical, HTRF, uHTS; HTRF SUMOylation assay, SAE1/SAE2 + UBC9; SUMO-conjugating enzyme UBC9 (Homo sapiens), P63279; inhibition, % at 35 µM; hit rate 0.36% among 290,000; in the data active = inhibition above about 50%, passing the limit was not always enough; note: strong numbers were not always called active
CRFBP-R2 block – antagonists of CRF-BP/CRF-R2 complex, primary screen, cell-based, HEK293, calcium dye fluorescence, uHTS; CRF-induced calcium fluorescence; inhibition, % at 11.8 µM; hit rate 0.59% among 350,000;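 active = inhibition of the ligand-induced calcium signal above about 50% at the single tested concentration, limit read from the data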
IMP-1 inhibitor – IMP-1 metallo-beta-lactamase inhibitors, primary screen, biochemical, epi-absorbance readout, Pseudomonas aeruginosa enzyme | metallo-beta-lactamase IMP-1 (Pseudomonas aeruginosa) | purified IMP-1, nitrocefin hydrolysis, epi-absorbance fluorescence | inhibition, % at 5.6 µM | hit rate 0.45% among 290,000 | AID 1556, 2009;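 active = inhibition above the mean plus 3 SD of all compounds in the same screening run, cut at about 4.5% in these data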;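 note: 0% = IMP-1 with DMSO and 100% = DMSO wells lacking enzyme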
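system = purified recombinant IMP-1 beta-lactamase | amount = 0.2 nM IMP-1, as dispensed | medium = HEPES buffer pH 7.1 with ZnSO4 and Brij 35 | times = 25 °C, 15 min preincubation, 25 min reaction | detection = plate fluorescence quenching by hydrolysis product, ex 480/em 530 nm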
GalR3 antag – GalR3 antagonists in HEK293 cells, primary screen, cell-based, fluorescence readout; AID 651719, 2012; Galanin receptor type 3 (Homo sapiens), O60755; HEK293 GalR3-CNG cAMP membrane potential fluorescence; galR3 body fused to GalR1 C-terminus; hit rate 0.44% among 360,000; inhibition, % at 3 µM;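 active = inhibition above the screen-wide average plus 3 SD, cut at about 13% in these data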;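 note: forskolin and galanin both at EC90 stimulate the cells; cAMP rise reported by CNG channel membrane potential dye signal; 0% = forskolin plus galanin with DMSO and 100% = forskolin alone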
HCV NS3 hel inh – inhibitors of HCV NS3 helicase, primary screen, biochemical, Cy5 molecular beacon fluorescence; Hepatitis C virus NS3 helicase; NS3 helicase DNA unwinding; inhibition, % at 10.9 µM; hit rate 0.56% among 290,000;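 active = inhibition above the mean of all tested compounds plus 3 SD, set per campaign, cut at about 35% in these data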;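 note: 0% = DMSO wells and 100% = thioflavine S control wells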
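Assay system: hepatitis C virus NS3 helicase domain fragment enzyme. Also added: annealed dual-labelled DNA beacon duplex, ATP-started. Timing: 1 h reaction at 25 °C, ATP-initiated. Technique: Cy5 fluorescence at 0 and 60 min, beacon hairpin quenching. Evaluation: % inhibition of unwinding. Replication: one well per compound.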
p-CIP stab down – p/CIP-EGFP fusion destabilizers, primary screen, fluorescence, F442A cells; Q05BA5; 16 h; decrease of EGFP signal, % at 10 µM; hit rate 0.01% among 290,000; AID 1984, 2009;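 active = EGFP signal decrease of at least 30% at 10 µM or well 3 SD below plate mean, unless failing retest; inactive = the rest, including hits failing retest or dose response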; note: some compounds called inactive have numbers as strong as hits; many of its hits are not listed in these tables
IDE cell inh – human IDE inhibitors in live cells, primary screen, fluorescence polarization, HEK cells, FAbetaB substrate; FAbetaB cleavage; Insulin-degrading enzyme (Homo sapiens), P14735; inhibition, % at 5.59 µM; hit rate 0.41% among 320,000;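 active = percent inhibition above the average of all tested compounds plus 3 SD, set per screening campaign, cut at about 16% in these data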;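 note: IDE supplied by intact live HEK cells; FP after avidin binding of uncleaved biotin substrate so inhibition keeps polarization high; 0% = DMSO wells and 100% = 60 µM reference IDE inhibitor Ii1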
* marks the source's active call; other numbers are inactive results; / = no result given; & = joins results of further samples. Random draw from the library (roughly 3.2% active in at least one column).

Molecule,IDE act,VIM-2 inhibitor,UBC9 SUMO inh,CRFBP-R2 block,IMP-1 inhibitor,GalR3 antag,HCV NS3 hel inh,p-CIP stab down,IDE cell inh
Cc1cc(C)cc(NCCC#N)c1,3,-1.1&-2.8,18&-10,5,-0.7&-2.2,3,-2&-2,10&9,0
CC(C)CNC(=O)C(=O)NCC1CCCN1S(=O)(=O)c1cccs1 (stereo unspecified),7,/,/,-4,/,-4,/,/,7
CCC/C(O)=N\S(=O)(=O)c1ccc(N=NN(C)C)cc1,7,-1.5,6,-9,-2.3,-3,-2,-1,1
CC/C(C)=N\Nc1nc(-c2cc3cc(OC)ccc3oc2=O)cs1,1,-3.2,31,-1,-0.3,-3,23,-6,0
Cc1ccc(N2CC(C(=O)Nc3ccc4c(c3)OCCO4)CC2=O)cc1C (stereo unspecified),-6,-2.7,3,20,-0.8,-8,-4,-2,3
CCOc1ccccc1NC(=O)C(Sc1nnc2ccccn12)c1ccccc1 (stereo unspecified),3,-2.2,6,-22,-4.1,0,-5,-2,1
Nc1ccc(C(=O)CC(=O)Nc2ccc(Cl)cc2)cc1,0,-2.9,-4,-11,-1.4,-11,8,-22,-2
CC(=O)c1ccc(N2CCN(C(=S)Nc3cccc(F)c3)CC2)cc1,-1,-1.5,4,-1,-3.6,-5,1,-5,2
COCCCNC(=S)Nc1cccc(SC)c1,7,1.1,-7,-7,-0.9,-6,-3,-1,1
O=C(O)/C=C\C(=O)Nc1ccccc1C#Cc1ccc(Br)cc1,-10,-7.3,12,3,-1.8,-6,-9,-2,6

Random excerpt: 4 entries already listed.
Molecule,IDE act,VIM-2 inhibitor,UBC9 SUMO inh,CRFBP-R2 block,IMP-1 inhibitor,GalR3 antag,HCV NS3 hel inh,p-CIP stab down,IDE cell inh
Nc1ccc(C(=O)CC(=O)Nc2ccc(Cl)cc2)cc1,0,-2.9,-4,-11,-1.4,-11,8,-22,-2
O=C(O)/C=C\C(=O)Nc1ccccc1C#Cc1ccc(Br)cc1,-10,-7.3,12,3,-1.8,-6,-9,-2,6
Cc1ccc(N2CC(C(=O)Nc3ccc4c(c3)OCCO4)CC2=O)cc1C (stereo unspecified),-6,-2.7,3,20,-0.8,-8,-4,-2,3
CC/C(C)=N\Nc1nc(-c2cc3cc(OC)ccc3oc2=O)cs1,1,-3.2,31,-1,-0.3,-3,23,-6,0

Following part.
Molecule,IDE act,VIM-2 inhibitor,UBC9 SUMO inh,CRFBP-R2 block,IMP-1 inhibitor,GalR3 antag,HCV NS3 hel inh,p-CIP stab down,IDE cell inh
Brc1cccc(-c2cnc3n2CCCCC3)c1,1,-2.1,3,-12,-0.6,-9,-4,-1,1
Cc1ccc(N2CCN(C(=O)c3cccs3)CC2)cc1C,5,-2.6,1,1,-3.2,-10,-16,-6,-2
Cc1csc(SCC(=O)NCc2ccc3c(c2)OCO3)n1,4,-2.3,18,4,-2.2,-4,9,6,-1
COc1ccc(C2C(C(C)=O)=C(C)Nc3ncnn32)cc1[N+](=O)[O-] (stereo unspecified),2,-1.1,11,0,0.1,1,2,4,-1
C/C(=N\NC(=O)CCC(=O)Nc1ccc(C)c(C)c1)C1CC1,1,-2.2,-9,-10,1.3,-4,-2,-19,/
COc1ccc(-c2cc(=O)oc3c(C)c(OCC(=O)Nc4cccnc4)ccc23)cc1,1,0.1,0,-13,6.7*,-6,-9,4,2
O=C(CCCN=C1NS(=O)(=O)c2ccccc21)Nc1ccc(Cl)cc1,0,/,/,1,/,-7,/,/,-3
CCCCCc1c(O)nc(SCC(=O)NCC2CCCO2)[nH]c1=O (stereo unspecified),1,0.8,-6,0,-0.8,-1,-3,3,5
Cc1ccc(NS(=O)(=O)c2cc(OCC(N)=O)c(C)cc2Cl)cc1C,7,0.3,1,3,-2.3,-4,-9,-4,3
COc1cccc(NC(=O)CN(C)CC(=O)Nc2ccc3c(c2)OCO3)c1,3,/,/,-20,/,-6,/,/,-2
Cn1ncc2c(Nc3cccc4ccccc34)ncnc21,-34,-3.1,2,-34,-0.3,2,-4,-3,9
CC(C)N(Cc1ccccc1)C(=O)COc1ccccc1,4,-3.3,2,-2,-3.5,-4,11,2,1
COc1ccc(S(=O)(=O)NCc2ccc(C(=O)O)cc2)cc1,4,-1.4,1,5,-1.8,-7,-1,-2,1
Cc1ccc(NC(=S)N(Cc2ccco2)C2CCN(C(C)C)CC2)cc1,0,-0.5,-2,-1,-2.0,5,5,8,0
O=C(NC1CCCCC1)c1ccc(S(=O)(=O)NCc2cccnc2)cc1,4,-0.1,13,14,-3.9,-5,-3,-14,0
COc1ccc(OC)c(NC(=O)C23CCC(C)(C(=O)O2)C3(C)C)c1 (stereo unspecified),-2,-0.8,1,3,-0.6,3,1,-2,9
COc1cc(C)c(S(=O)(=O)n2ccc(C)n2)cc1C,7,-1.7,-7,20,-3.8,-7,-2,-16,1
O=C(c1ccc(F)cc1)N(Cc1ccco1)C1CCS(=O)(=O)C1 (stereo unspecified),-1,-1.9,-4,4,-3.3,0,12,8,9
CCCc1ccc2oc(C(=O)NCCN3CCCC(O)C3)c(C)c2c1 (stereo unspecified),3,0.2,6,-4,0.2,-1,-62,2,/
Cc1ccc(C(C(=O)NC2CCCC2)N(Cc2ccccc2)C(=O)c2csnn2)o1 (stereo unspecified),5,0.3,-5,8,-1.8,-8,-17,8,-3
CCOC(=O)c1[nH]c(C)c(C(=O)OCC(=O)NCc2ccc(OC)cc2)c1C,-1,/,/,2,/,-4,/,/,-1
O=C(O)CSCC(=O)N1CCCCC1,-5,0.9,16,5,0.1,-4,-10,-10,0
S=C(NC1CC1)SCc1ccco1,2,/,/,21,/,-3,/,/,-4
COc1ccc(NC(=O)C(CCSC)NC(N)=O)cc1Cl (stereo unspecified),-5,-0.8,4,-6,-0.7,-7,-6,-5,7
CCOC(=O)C1CCN(S(=O)(=O)c2ccc3[nH]c(=O)ccc3c2)CC1,-3,-0.2,7,2,-1.5,/,1,5,4
O=c1cc(-c2ccc(O)cc2)oc2c(-c3c(O)cc(O)c4c(=O)cc(-c5ccc(O)cc5)oc34)c(O)cc(O)c12,3,/,/,-9,/,-6,/,/,9
CCOc1ccc(C)cc1S(=O)(=O)n1ccc(C)n1,-2,-3.5,4,-1,-4.8,-4,-3,-7,1
CCN(CC)C(=O)COn1c(SCC(=O)N(CC)CC)nc2ccccc2c1=O,2,-1.6,20,4,-2.4,-5,12,3,7
O=C(NCc1nnnn1-c1ccc(F)c(F)c1)C(=O)c1c[nH]c2ccccc12,0,/,/,-23,/,-4,/,/,-1
CCNC(=S)NCc1ccc2c(c1)OCO2,2,-1.8,2,33,-0.3,-7,4,-4,0
CC(=O)N(Cc1ccccc1C)c1cccc(C)c1C,-2,-1.8,1,11,-1.4,-2,-7,-12,1
CCN(CC)CCCN(CC(=O)N(C)Cc1ccccc1)C(=O)c1ccc([N+](=O)[O-])cc1,0,-1.5,-1,5,0.3,-6,-3,2,1
CCC(=O)Nc1nc(C)c(-c2csc(Nc3ccc(C(=O)O)cc3)n2)s1,2,-1.4,2,0,-2.3,-5,10,0,/
COc1ccc(CC(NC(C)=O)C(=O)N2CCN(C(=O)N(C(C)C)C(C)C)CC2)cc1 (stereo unspecified),10,-1.9,-3,-2,-4.9,-5,1,4,5
O=C(Cn1c(=O)oc2cccnc21)Nc1ccccc1Oc1ccc(Cl)cc1Cl,/,0.1,-7,3,-2.1,/,1,-3,4
CCOC(=O)C1CCN(C(=O)CCNS(=O)(=O)c2ccc(C)cc2)CC1,2,/,/,5,/,-6,/,/,3
CCc1ccc(CNC(=O)c2nn(C)c3c2CS(=O)(=O)c2ccccc2-3)cc1,4,0.2,0,14,-0.9,-5,-9,-11,-3
CCOc1ccc(C(=O)N2CCCC(c3nc(-c4ccc(C)o4)no3)C2)cc1 (stereo unspecified),1,-1.7,-9,0,-2.5,-2,-8,-19,0
CC(C)(C)c1ccc(C(=O)NC(=S)NNC(=O)c2cccs2)cc1,-2,-2.7,-4,-240,-3.3,-5,13,-5,5
COc1ccc(NC(=O)CNS(=O)(=O)c2ccc3nc(C)sc3c2)c(OC)c1,4,-0.8,9,-1,-4.5,-1,7,10,-2
Cc1cc(C)c(NC(=O)CSc2nnc(SCC(=O)Nc3c(C)cc(C)cc3C)n2N)c(C)c1,3,-4.5,26,-6,7.2*,-4,0,-10,0
CCOc1cccc(/C=N/NC(=O)c2cccnc2)c1O,8,-4.3,4,-2,-3.8,-1,10,7,2

3 entries from above, ordered by the value under IDE cell inh, high to low.
Molecule,IDE act,VIM-2 inhibitor,UBC9 SUMO inh,CRFBP-R2 block,IMP-1 inhibitor,GalR3 antag,HCV NS3 hel inh,p-CIP stab down,IDE cell inh
CCOc1cccc(/C=N/NC(=O)c2cccnc2)c1O,8,-4.3,4,-2,-3.8,-1,10,7,2
CC(=O)N(Cc1ccccc1C)c1cccc(C)c1C,-2,-1.8,1,11,-1.4,-2,-7,-12,1
Cc1cc(C)c(NC(=O)CSc2nnc(SCC(=O)Nc3c(C)cc(C)cc3C)n2N)c(C)c1,3,-4.5,26,-6,7.2*,-4,0,-10,0

Screens from PubChem BioAssay.
